# KDM5B inhibitor: Primary screen for KDM5B Histone Demethylases FDH-coupled qHTS; Lysine-specific demethylase 5B (Homo sapiens), Q9UGL1; KDM5B demethylase, FDH-coupled NADH fluorescence (FDH is formaldehyde dehydrogenase); Potency, µM (titrated, usually from 57.7 µM), inactives show top-dose activity change, negative = inhibition, hits mostly inhibitors; 220,000 tested, 2.6% active; AID 1347165, 2019; active = well fitted inhibition curve with a large enough effect; inconclusive = small, poorly fitted or top-dose-only effect; inactive = no such curve, though single readings can be large or run the other way; also: 0% is about no effect; nearly all actives have a fitted effect of over 70% in size
# Target sequence (Q9UGL1 whole entry, looked up): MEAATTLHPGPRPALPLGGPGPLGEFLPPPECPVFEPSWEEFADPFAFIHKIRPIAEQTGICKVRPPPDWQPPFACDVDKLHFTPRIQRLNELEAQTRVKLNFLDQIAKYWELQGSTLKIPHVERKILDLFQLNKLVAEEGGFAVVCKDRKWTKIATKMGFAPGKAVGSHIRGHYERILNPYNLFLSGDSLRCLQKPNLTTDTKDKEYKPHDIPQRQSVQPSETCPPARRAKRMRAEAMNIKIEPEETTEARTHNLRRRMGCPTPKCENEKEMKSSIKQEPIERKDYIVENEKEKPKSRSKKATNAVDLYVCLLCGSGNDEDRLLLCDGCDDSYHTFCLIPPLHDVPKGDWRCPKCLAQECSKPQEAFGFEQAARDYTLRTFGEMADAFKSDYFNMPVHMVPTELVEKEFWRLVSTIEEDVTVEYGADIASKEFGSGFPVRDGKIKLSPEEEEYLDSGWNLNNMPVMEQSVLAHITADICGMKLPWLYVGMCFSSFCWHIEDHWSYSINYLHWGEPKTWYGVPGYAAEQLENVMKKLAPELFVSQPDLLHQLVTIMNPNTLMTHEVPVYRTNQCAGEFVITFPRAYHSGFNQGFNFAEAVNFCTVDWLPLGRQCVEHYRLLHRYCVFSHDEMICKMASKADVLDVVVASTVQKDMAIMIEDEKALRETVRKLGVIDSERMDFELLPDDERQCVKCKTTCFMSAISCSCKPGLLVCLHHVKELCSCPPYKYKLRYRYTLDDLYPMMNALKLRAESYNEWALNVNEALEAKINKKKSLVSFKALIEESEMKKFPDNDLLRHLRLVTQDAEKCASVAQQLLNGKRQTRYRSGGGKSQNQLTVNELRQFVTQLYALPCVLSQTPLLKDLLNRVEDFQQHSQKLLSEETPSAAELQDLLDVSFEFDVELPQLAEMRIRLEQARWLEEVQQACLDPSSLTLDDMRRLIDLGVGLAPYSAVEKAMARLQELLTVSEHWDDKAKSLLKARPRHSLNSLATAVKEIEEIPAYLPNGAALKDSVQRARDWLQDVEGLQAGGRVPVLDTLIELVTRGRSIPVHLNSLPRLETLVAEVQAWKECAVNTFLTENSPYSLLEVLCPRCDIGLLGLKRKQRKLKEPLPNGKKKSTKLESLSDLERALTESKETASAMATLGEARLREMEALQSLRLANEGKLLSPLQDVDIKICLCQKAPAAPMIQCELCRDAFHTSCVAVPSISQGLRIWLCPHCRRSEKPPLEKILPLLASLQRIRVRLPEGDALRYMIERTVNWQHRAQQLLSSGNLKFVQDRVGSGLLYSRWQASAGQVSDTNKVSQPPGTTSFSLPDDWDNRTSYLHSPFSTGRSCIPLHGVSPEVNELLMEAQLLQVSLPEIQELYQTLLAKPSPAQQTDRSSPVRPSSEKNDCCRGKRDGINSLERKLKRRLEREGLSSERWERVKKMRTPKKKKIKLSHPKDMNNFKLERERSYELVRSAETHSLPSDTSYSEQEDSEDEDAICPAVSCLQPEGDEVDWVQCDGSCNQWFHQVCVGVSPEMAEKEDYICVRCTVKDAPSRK
#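 Inhibition is measured as reduced NADH fluorescence generation from FDH coupling to formaldehyde release. Truncated KDM5BΔAP at 200 nM final acts on H3K4me3 peptide (12.5 µM in substrate mix) in pH 7.5 HEPES buffer with Tween-20, 30 min, room temperature.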
# * = called active by the depositor; ? = inconclusive; & = joins results of further samples; [ ] = remark or other dose. Potency is read from the fitted curve at half-maximal effect. Not all compounds are listed; count on the stated rates, not on these rows.
Compound	KDM5B inhibitor
CN(CC(=O)NC1CCCCNC1=O)Cc1ccccc1Cl (stereo unspecified)	13%
CN(C)Cc1ccc(-c2cc(-c3cn[nH]c3)c3cncn3c2)cc1	40µM*
O=C(CSc1ccccn1)NC1CC(=O)N(C2Cc3ccccc3C2)C1 (stereo unspecified)	?
Cn1c(Oc2ccccc2)nc2c1c(=O)n(Cc1ccc(Cl)cc1Cl)c(=O)n2C	-13%
CCC1=Nc2cc(C(=O)NC3CCC(C)CC3)ccc2Sc2ccc(C)cc21 (stereo unspecified)	-25%
COC[C@H]1C[C@@H](NC(=O)c2nc3ccccc3s2)[C@H](O)[C@@H]1O	0%[86.2 µM]
Cn1cc(C(NC(=O)c2cccc(Cn3cccn3)c2)C2CC(O)C2)cn1 (stereo unspecified)	15%
COc1ccc(-c2noc(C3CC(=O)N(c4ccc5c(c4)OCCO5)C3)n2)c(OC)c1 (stereo unspecified)	-12%
Cc1cccc(N(C)C(=O)Cn2c(=O)oc3cc(S(=O)(=O)N4CCCCC4)ccc32)c1	-1%
O=C(C1CCCC1)N1CCCC(c2nn[nH]n2)C1 (stereo unspecified)	?
O=C1CC(c2ccccc2O)Cc2nc(N3CCN(c4cccc(Cl)c4)CC3)ncc21 (stereo unspecified)	?
O=C(CSc1nc2ccccc2o1)N/N=C/c1ccc(O)c(O)c1	?
COc1cc(OC)c(N(C)C(=O)CCNC(=O)Cn2cnc3ccccc3c2=O)cc1Cl	-3%
Clc1ccc(N/N=C/c2cccc(Cl)c2Cl)cc1Cl	17%
O=C(COC(=O)C1CC=CCC1C(=O)OCC(=O)c1ccc(Cl)cc1)c1ccc(Cl)cc1 (stereo unspecified)	25%
C=CCN1C(=O)c2ccccc2N2C(=O)CCC12C(=O)OCc1cc(=O)oc2cc(C)c(C)cc12 (stereo unspecified)	-10%
CCCN1CN=C(NS(=O)(=O)c2ccc(NC(C)=O)cc2)NC1	-13%
Cc1ccc(CN2C(=O)COC[C@H]2C(=O)Nc2cccc(C(C)C)c2)cc1	-29%
Cc1ccc(-c2ccc3nnc(CNC(=O)c4cccc(N(C)C)c4)n3n2)cc1	-13%
COc1ccc(N2CCN(C(=O)CCC(=O)NNc3nc4ccccc4c4nc(C)nn34)CC2)cc1	-12%
Nc1nccnc1C(=O)Nc1ccc(C(=O)NCC(F)(F)F)cc1	-30%
CC(C)CCN1CCC(N2CCN(S(=O)(=O)c3ccc(F)cc3F)CC2)C1=O (stereo unspecified)	13%
COc1ccc([C@H]2C[C@@H](O)[C@@H](O)[C@@H]2NCc2cccc(C#N)c2)cc1	?
O=C1C2CN(Cc3cccc(Cl)c3)CCC2OCCN1Cc1ccccc1F (stereo unspecified)	0%[86.2 µM]
Cc1cc(C)c(C)c(S(=O)(=O)NCC2CN(Cc3ccccc3)CCO2)c1C (stereo unspecified)	-11%
CCCNC(=O)COC(=O)c1csc(NCc2ccccc2)n1	16%
Cc1cc(C)n(CCC(=O)N2CCC(Cc3nc(-c4ccccc4)n[nH]3)CC2)n1	12%
Cc1nc(NC(C)C)sc1C(=O)NCCc1ccccc1	10%
CCc1nc(-c2c3n(c(=O)n(CC(=O)Nc4ccc(C)cc4)c2=O)CCCC3)no1	-16%
CCS(=O)(=O)N1C[C@@H](COC)[C@H](c2nc(C)no2)C1	-5%
O=C(Nc1cccnc1)N1CC2ON=C(C(=O)N3CCCC3)C2C1 (stereo unspecified)	0%[149 µM]
Cc1cc(C)nc(CNC2CCN(c3nc(C)nc4sccc34)CC2)n1	?
COCCOCc1nc(C2CCN(C(=O)NC(C)C)CC2)no1	12%
CC(C)CNC(=O)C(C)Sc1nc(-c2ccco2)nc2ccccc12 (stereo unspecified)	-29%
CCCCn1c(-c2ccc(OCC#N)c(OC)c2)nc2c1c(=O)[nH]c(=O)n2CC(C)C	?
O=[N+]([O-])c1cc(-c2nc(-c3ccco3)no2)ccc1NCc1ccccc1	-4%
CCOC(=O)c1cnc(Nc2ccc(C)c(C)c2)c2ccccc12	-28%
COCCN1C(=O)c2cccn2CC1CNC(=O)CCc1nc2ccccc2s1 (stereo unspecified)	-12%
CC(=O)N1c2ccc(S(=O)(=O)N3CCCCCC3)cc2CC1C(=O)NC(C)C (stereo unspecified)	-5%
CCCN(Cc1cccs1)C(=O)Nc1cc(OC)ccc1OC	13%&-5%

# Overlap with the part before: seven compounds, followed by the next part.
Compound	KDM5B inhibitor
CC(C)CNC(=O)C(C)Sc1nc(-c2ccco2)nc2ccccc12 (stereo unspecified)	-29%
CCCCn1c(-c2ccc(OCC#N)c(OC)c2)nc2c1c(=O)[nH]c(=O)n2CC(C)C	?
O=[N+]([O-])c1cc(-c2nc(-c3ccco3)no2)ccc1NCc1ccccc1	-4%
CCOC(=O)c1cnc(Nc2ccc(C)c(C)c2)c2ccccc12	-28%
COCCN1C(=O)c2cccn2CC1CNC(=O)CCc1nc2ccccc2s1 (stereo unspecified)	-12%
CC(=O)N1c2ccc(S(=O)(=O)N3CCCCCC3)cc2CC1C(=O)NC(C)C (stereo unspecified)	-5%
CCCN(Cc1cccs1)C(=O)Nc1cc(OC)ccc1OC	13%&-5%
CCOc1cc(C(=O)NCCc2sc(-c3ccc(F)cc3)nc2C)cc(OCC)c1OCC	?
CN(CC(=O)C(C#N)c1ccccc1)C1CCCCC1 (stereo unspecified)	4%
COc1cccc(S(=O)(=O)N2[C@@H]3CC[C@H]2CC(NC(=O)c2ccc(F)cc2)C3)c1 (stereo partly specified)	-11%
Cc1cc(F)cc(CN2CCOc3cc([S+](=O)([O-])N(C)C)ccc3C2)c1	-3%[86.2 µM]
O=C(CCS(=O)(=O)c1ccc(Br)s1)Nc1cc(C(F)(F)F)cc(C(F)(F)F)c1	-25%
O=C(Nc1ccc2c(c1)OCCO2)N1CCCC1c1nc(CCOCC2CCCC2)no1 (stereo unspecified)	33%
Cc1cccc(CNC(=O)c2ccc(-c3nc(CS(=O)(=O)c4ccccc4)c(C)o3)cc2)c1	?
Cc1ccc(CNC(=O)CC2CCOCC2)o1	-20%
COc1ccc(-c2nc(CSCC(=O)N3CCN(c4cccc(C)c4C)CC3)c(C)o2)cc1OC	?
Cc1ccsc1C(=O)OCC(=O)NC(=O)NC(C)(C)C	16%
Cc1noc(C)c1NC(=O)N[C@@H]1C[C@H](COc2ccc(S(C)(=O)=O)cc2)[C@@H](O)[C@H]1O	-6%
O=C(Cn1c(-c2cccs2)cc2cc(Cl)ccc21)NCc1ccccc1	?
COc1ccccc1-c1nnc(SCC(=O)Nc2ccc(S(N)(=O)=O)cc2)n1N	31%
CC(=O)N1c2ccccc2CC1C(=O)N1CCN(c2ccccc2)CC1 (stereo unspecified)	8%
COc1cc(Br)cc(/C=N/N(CCO)C2=NS(=O)(=O)c3ccccc32)c1OC	?
O=C(Nc1oc2ccccc2c(=O)c1-c1ccc(F)cc1)c1cccc([N+](=O)[O-])c1	-4%
O=C(Nc1ccccc1)N1Cc2[nH]cnc2C[C@H]1c1nc(-c2ccccc2)no1	?
CC1=NS(=O)(=O)N(C)C=C1C(=O)OCc1nc(C)no1	-14%
CC(=O)C[C@](N)(c1ccc(C)cc1)C(F)(F)F	-9%
C[C@H]1CN(C(=O)Nc2ccc(F)cc2F)C[C@@H]1c1nc(-c2ccccc2)no1	?
CC(=O)c1cccc(NC(=O)c2noc3c2CSc2ccccc2-3)c1	-2%
CCOC(=O)Cc1csc(SCC(=O)NC2CCCCC2)n1	21%
CC1(C)Cc2nc3sc4c(SCC(=O)O)ncnc4c3cc2CO1	?
CC(C)NC(=O)c1cccc(I)c1	-2%
Cc1ccc2c(n1)N(C)[C@H](CO)CCN(Cc1ccc(F)c(F)c1)C2	-23%[86.2 µM]
COc1ccc(OC)c(-c2noc(N3CCN(c4cccc(C)c4C)CC3)n2)c1	?
Clc1cnccc1CN1CCNc2cnc(Oc3ccccc3)cc2C1	-14%[86.2 µM]
COc1ccc(OCC(=O)Nc2nnc(S(=O)(=O)N3CCc4ccccc43)s2)cc1	0%
CCOC(=O)N1CCN(C(=O)c2cc(N3C(=O)CCS3(=O)=O)ccc2Cl)CC1	16%
Cc1csc(CNC(=O)c2cccc(C(N)=O)c2)n1	-14%
COc1ccc(-c2ccc3nnc(CNC(=O)c4ccccc4Cl)n3n2)cc1	28µM*
NC(=O)C1(NC(=O)c2ccc(S(=O)(=O)N3CCCC(O)C3)cc2)CCCC1 (stereo unspecified)	16%
O=C1CO[C@H]2CCN(Cc3ccncc3)CC[C@@H]2N1Cc1ccccc1	?
O=C(c1cccs1)N(Cc1cccnc1)c1nc2ccc(F)cc2s1	?
CCc1nncn1C1CCN(S(=O)(=O)c2ccc(OC)cc2)CC1	0%
CNc1nccc(N2CCC(CC(=O)NCc3nc4ccccc4n3C)CC2)n1	?
CCCCN(CC)C(=O)c1cc2c(C)cc(C)c(C)c2[nH]1	-2%
CN1CC[C@H](c2nc3ccc(C(F)(F)F)cc3[nH]2)C1	?
O=C(C1CCN(C(=O)N2CC3CC(C2)[C@H]2CCCC(=O)N2C3)CC1)N1CCN(c2ccccc2)CC1 (stereo partly specified)	-19%
COc1ccc(-n2c(SCC(=O)NCc3ccco3)nc3c([nH]c4ccccc43)c2=O)cc1	?

# KDM5B inhibitor: hit marks shown above.
Compound	KDM5B inhibitor
CN(C)Cc1ccc(-c2cc(-c3cn[nH]c3)c3cncn3c2)cc1	40µM*
COc1ccc(-c2ccc3nnc(CNC(=O)c4ccccc4Cl)n3n2)cc1	28µM*

# Further records follow:
Compound	KDM5B inhibitor
CC1=C(C(=O)OC2CCCCCC2)C(c2cccc(Cl)c2)CC(=O)N1 (stereo unspecified)	-29%
CCCCOCCCNC(=O)c1c(C)noc1-c1ccc(OC(F)(F)F)cc1	18%
CSc1ncccc1C(=O)Nc1nc(C(C)(C)C)cs1	17%
CC(=O)Nc1ccc2[nH]cc(C(C(=O)O)N3CCN(c4cc(C)c5ccccc5n4)CC3)c2c1 (stereo unspecified)	?
Cc1ccc(Oc2nc(-c3ccccn3)nc3ccccc23)cc1	3%&33%
O=c1cc(CN2CCN(S(=O)(=O)c3cccc(Cl)c3)CC2)c2ccc(O)cc2o1	?
CCn1ncc(C(=O)N[C@@H]2CN(Cc3ccccn3)C[C@H]2CN(C)C)c1C	-18%
Cc1ccc(C)c(Nc2nn3c(=O)c4ccc(C(=O)NCc5ccccc5)cc4nc3s2)c1	6%
O=C(/C=C/c1ccccc1)OCC1C(COC(=O)/C=C/c2ccccc2)C1(Cl)Cl (stereo unspecified)	5%
O=C(c1ccncn1)N1C[C@@H](COCC2CC2)[C@H](c2ccccn2)C1	19%
c1ccc(C2CCCN(CCn3ccnc3-c3cc4n(n3)CCNC4)C2)cc1 (stereo unspecified)	-31%
N#Cc1cccc(CN2C[C@H](O)C[C@H]2c2nc(-c3cccc([N+](=O)[O-])c3)no2)c1	-18%[86.2 µM]
CCOC(=O)c1cc2c(=O)n3cccc(C)c3nc2n(CC(C)C)c1=NC(=O)c1ccco1	?
NC(=S)N1CCCc2ccccc21	22%
Cc1ccc(NC(=O)Nc2nc3c(s2)CCCCCC3)cc1C	-17%
O=C1CCN(C(=O)C2CCN(S(=O)(=O)Cc3cccc(F)c3)CC2)CCCCCCN1	-25%
COc1ccccc1C(=O)N1CCCC2(C1)Nc1cccnc1NC2=NCc1ccccc1 (stereo unspecified)	28µM*
CCC(=O)Nc1ccc2c(c1)nc1n2CCSC1	-6%
COc1ccc(N2CCN(C(=O)CSc3n[nH]c(-c4ccccc4Cl)n3)CC2)cc1	-25%
CCC(Sc1nnc2c(n1)[nH]c1ccccc12)C(=O)Nc1ccccc1OC (stereo unspecified)	-19%
CN(C)c1nc2c(c(=O)[nH]1)CCN(Cc1cccnc1)CC2	3%
CC(=O)C1=C(C)OC2(O)c3ccccc3C(=O)C12O (stereo unspecified)	?
CCOC(=O)c1ccc(NC(=S)NCc2ccco2)cc1	6%
C[C@@H]1CN(C(=O)CC2CCN(Cc3ccccc3)CC2)CC[C@]1(C)O	20%
CCOC(=O)C(C)Sc1nc2c(c(=O)[nH]c(=O)n2C)n1Cc1ccc(Cl)cc1 (stereo unspecified)	-22%
O=C(NCc1ccco1)c1ccc2c(c1)N(Cc1ccccc1)C(=O)c1ccccc1S2(=O)=O	-17%
CSc1cccc(NC(=O)c2ccc3c(c2)CCC3)c1	-11%
COc1cccc(Nc2nc(-c3ccccc3O)nc3ccccc23)c1	-25%
Cc1cccc(C(=O)OCC(=O)N(C)c2ccccc2)c1C	-4%
Cc1nn(C)c2nc(-c3ccccn3)nc(N3CCC(c4ccc(F)cc4)C3)c12 (stereo unspecified)	?
CCN(CC)c1ccc(NC(=O)CN2C(=O)c3cccnc3Oc3ccccc32)c(C)c1	?
CC(C)(C)CC(=O)Nc1ccc([C@@H](O)[C@H]2COCC(=O)N2Cc2cccnc2)cc1	1%[86.2 µM]
CCCc1cc(NCc2cccnc2)n2nc(C)c(-c3ccccc3)c2n1	?
O=C1C(N2CCN(S(=O)(=O)Cc3ccccc3Cl)CC2)CCN1Cc1cccnc1 (stereo unspecified)	-7%
COc1ccccc1CN(C)C(=O)CC1C(=O)NCCN1CC1CCCCC1 (stereo unspecified)	?
CNC(=O)CSc1nc(C)nc2sc3c(c12)CCCC3	-8%

# Assay outcomes from PubChem BioAssay.
